# Assay outcomes: PubChem BioAssay, SRMLSC
# SK-BR-3 tox 24h = SK-BR-3 proliferation inhibitors, primary screen, cell-based, human, 24 h. SK-BR-3 viability, CellTiter-Glo ATP luminescence; hits give low values. viability, % at 10 µM. 41,000 tested, 0.47% active;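 active = viability at or below the median of all test compounds minus 3 SD, in both replicates if run twice, cut at about 45% in these data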;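 note: 100% = median untreated cell wells and 0% = median positive control drug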
# Numbers without * were called inactive.
# Preview (2 entries):
smiles	SK-BR-3 tox 24h
Cc1ccc(NC(=O)CS(=O)CC(=O)NCC2CCCO2)cc1 (stereo not given)	108
Cn1ncc(N=Cc2ccccc2)c1C(N)=O	116

# Main list, repeating the preview:
smiles	SK-BR-3 tox 24h
Cc1ccc(NC(=O)CS(=O)CC(=O)NCC2CCCO2)cc1 (stereo not given)	108
Cn1ncc(N=Cc2ccccc2)c1C(N)=O	116
CC(C)N1CC(C(=O)Nc2nc3ccccc3s2)CC1=O (stereo not given)	120
COc1ccc(-n2c(=O)c3c4c(sc3n3cnnc23)CC(C)CC4)cc1 (stereo not given)	78
C=CCNS(=O)(=O)c1ccc(OCC(=O)OC)cc1	101
O=C(Nc1c(F)cc(F)cc1Br)c1cc(-c2ccco2)on1	98
COc1ccc(S(=O)(=O)N2Cc3ccccc3CC2C(=O)N2CCOCC2)cc1OC (stereo not given)	98
CC(=O)N1C(=O)N(C(C)=O)C2C1N(C(C)=O)C(=O)N2C(C)=O (stereo not given)	95
O=C(CSc1nnc(-c2ccc(Br)cc2)o1)Nc1cccc2ccccc12	88
CC(=O)N(Cc1cccnc1)Cc1cc2ccccc2[nH]c1=O	96
O=C(c1noc2c1CCc1ccccc1-2)N1CCOCC1	90
Cc1c(O)ccc(C(=O)CN2C(=O)c3ccccc3C2=O)c1O	86
O=C(O)CCN1C(=O)c2ccccc2C1=O	88
COC(=O)c1cc(OC)c(OC)cc1-n1cnc2cc(OC)c(OC)cc2c1=O	93
Cn1c(Cl)nc2c1c(=O)n(Cc1cccc(Br)c1)c(=O)n2C	79
CCCN1CCC(NC(=O)Nc2ccc(OC)c(OC)c2)CC1	88
COc1cccc(-n2c(SCC(=O)OC(C)C)nnc2-c2cccnc2)c1	111
O=C(NCc1ccco1)c1cc(-c2ccc3c(c2)OCO3)on1	84
O=C(O)C1CC=CCC1C(=O)N1CCN(c2nc(-c3ccccc3)c3ccccc3n2)CC1 (stereo not given)	70
COc1ccc(C)cc1-n1c(N)c(C#N)c(C#N)c1-c1ccc(OC)c(OC)c1OC	76
N#CC1=C(N)SC(N)=C(C#N)C1c1ccnc2ccccc12	86
Cc1cc(OCC(=O)Nn2cnnc2)ccc1Br	72
O=C(Nc1ccccc1OC(F)F)c1ccc(Br)o1	87
O=S(=O)(c1ccc2ccccc2c1)N1CCN(S(=O)(=O)N2CCOCC2)CC1	80
Cc1ccc(Sc2c(C)[nH]n(C(C)(C)C)c2=O)cc1	102
CCNc1sc(C(=O)c2cccs2)c(N)c1-c1nc2ccccc2s1	93
O=c1c2ccccc2[nH]c(=S)n1Cc1cccnc1	92
COc1cccc(NC(=O)CCN2CCN(C)CC2)c1	85
CN(Cc1nc(-c2cccnc2)no1)S(=O)(=O)c1ccc2ccccc2c1	91
CCN(CC)CCCN1C(=O)C(=O)/C(=C(/O)c2ccc3c(c2)CC(C)O3)C1c1ccncc1 (stereo not given)	112
COc1ccc(-c2nnc3n2N=C(c2cccc(Br)c2)CS3)cc1OC	103
CCOc1ccc(C(=O)N(Cc2ccc(N(C)C)cc2)C2CCS(=O)(=O)C2)cc1 (stereo not given)	126
Cc1cc(C)c(S(N)(=O)=O)c(C)c1-n1cnnn1	95
COc1ccc(C2C(C(=O)O)CC(=O)N2C2CCCCC2)cc1 (stereo not given)	79
O=C(CN1CCOCC1)Nc1ccc(OCc2ccccc2)cc1	122
COCc1c(C)cc(C)c(/C=N/O)c1C	99
CCOC(=O)N1CCN(S(=O)(=O)c2ccc(C)c(C)c2)CC1	79
Cc1ccc(CNC(=O)c2ccccc2NS(C)(=O)=O)cc1	102
CC(=O)Nc1sc2c(c1C(c1cccs1)N1CCOCC1)CCCC2 (stereo not given)	72
c1csc(-c2ncc3ccccn23)c1	100
CC(NC(=O)c1cccs1)C(=O)NC1=NCCS1 (stereo not given)	108
CN1c2ccccc2-c2nc3ccccc3n2C1c1ccccn1 (stereo not given)	71
COc1ccc2nc(SCC(=O)N3CCCCCC3)c(C#N)cc2c1	90
CCOC(=O)c1ccc(N2C(=O)c3n[nH]c(C)c3C2c2cccnc2)cc1 (stereo not given)	78
COc1cccc(C(=O)NCc2nnc(SCC(=O)Nc3nccs3)n2-c2cccc(C)c2)c1	65
COc1ccc(N(Cc2cc3cc(OC)ccc3[nH]c2=O)C(=O)c2cccnc2)cc1	105
C=CCn1c(COc2ccccc2)nnc1SCC(=O)Nc1ccc(S(N)(=O)=O)cc1	94
Oc1ccc(C=Nc2cccc3ncccc23)c(O)c1	94

# Quoted at random: three compounds from above
smiles	SK-BR-3 tox 24h
CN1c2ccccc2-c2nc3ccccc3n2C1c1ccccn1 (stereo not given)	71
CC(NC(=O)c1cccs1)C(=O)NC1=NCCS1 (stereo not given)	108
CCOC(=O)c1ccc(N2C(=O)c3n[nH]c(C)c3C2c2cccnc2)cc1 (stereo not given)	78

# (list continues)
smiles	SK-BR-3 tox 24h
CCOC(=O)c1cc2n(c1C)-c1ccccc1C2=O	103
CCCn1c2c(c(O)c(C(=O)Nc3ncccc3C)c1=O)CCCC2	79
O=C(NC1CCCCCC1)c1cccc(N2CCCC2=O)c1	72
O=C(c1ccco1)N1CCN=C1SCc1c(F)cccc1Cl	86
CCCC1(C(=O)OCC)NC(c2ccc(N(C)C)cc2)C2C(=O)N(c3ccc(OCC)cc3)C(=O)C21 (stereo not given)	71
O=c1cccc(-c2ccccc2)[nH]1	100
COc1ccc(-c2nnc(SCC(=O)N3CCCC3)o2)cc1OC	93
Cc1cc(=O)[nH]c(SCn2nnc3ccccc3c2=O)n1	81

# As a short view, part of the list above.
smiles	SK-BR-3 tox 24h
O=C(NC1CCCCCC1)c1cccc(N2CCCC2=O)c1	72
O=C(c1ccco1)N1CCN=C1SCc1c(F)cccc1Cl	86
CCCC1(C(=O)OCC)NC(c2ccc(N(C)C)cc2)C2C(=O)N(c3ccc(OCC)cc3)C(=O)C21 (stereo not given)	71
O=c1cccc(-c2ccccc2)[nH]1	100
COc1ccc(-c2nnc(SCC(=O)N3CCCC3)o2)cc1OC	93
Cc1cc(=O)[nH]c(SCn2nnc3ccccc3c2=O)n1	81

# The results go on:
smiles	SK-BR-3 tox 24h
Cc1cc2ccccc2c(=O)n1CC(=O)NCC(=O)N1CCCC1	93
CCOC(=O)Cn1c(=O)c2c(nc(Br)n2Cc2ccccc2)n(C)c1=O	84
CC1(C)CC(=O)c2cc(C(=O)NCc3ccco3)c(=O)n(-c3ccc(Cl)cc3)c2C1	85
Cc1nc2ccccc2c(=O)n1CCCn1ccnc1	92
COc1ccccc1-n1c(SCC(=O)NC2CCCC2)nc2cccnc21	89
CN(CCO)CC(O)Cn1cnc2c1c(=O)n(C)c(=O)n2C (stereo not given) (tested in a mixture with another compound)	71
CCN(C(=O)Cc1c(C(=O)O)[nH]c2ccccc12)c1cc(OC)ccc1OC	78
C/C(O)=C\c1nc(=O)c2c(C)cc(C)nc2n1-c1ccccc1	96
Clc1ccc(COn2nnc3ccccc32)c(Cl)c1	93
COc1cccc(-c2nn3c(-c4cc(C)[nH]n4)nnc3s2)c1	89
O=C(NCc1ccc(Cl)cc1)c1ccc(COCC(F)(F)F)o1	73
c1nc(N2CCOCC2)c2c3c(sc2n1)CCCC3	93
CCOC(=O)C1Cc2ccccc2C(=O)O1 (stereo not given)	101
CCN(CC)CCN=CC1=C(O)CNC1=O	76
COC(=O)CN(c1ccc(F)cc1)S(=O)(=O)c1ccccc1	83
N#CCCn1nc(-c2ccccc2)cc1Nc1ccccc1NC(=O)c1cccs1	89
COC(=O)C1=C(C)N(c2ccc(F)c(Cl)c2)C(=O)C1	97
CCN(CC)C(=O)c1scc2c1OCCO2	80
Cc1nc(NC(=O)C2CC2)sc1C(=O)N1CCCCC1	98
COc1ccc(OC)c(C(c2nnnn2C2CCCC2)N2CCc3ccccc3C2)c1 (stereo not given)	128
Cc1ccc(C)c(C(=O)NCc2ccncc2)c1	91
COc1ccc(-c2nc3cc(NC(=O)Cc4ccc(OC)c(OC)c4)ccc3o2)cc1	117
CCCCCCc1cc2cc(C(=O)NC)c(=N)oc2cc1O	130
COc1ccc(C(=O)n2ccc(C)n2)cc1Br	86
COc1ccc(C)cc1NC(=O)CSc1nnc(COc2ccc(Cl)cc2)n1Cc1ccco1	86
Oc1[nH]c2ccccc2c1C1=NCCCC1	104
COc1cc(C(=O)N2c3ccccc3CC2C)cc(OC)c1OC (stereo not given)	91
COc1ccc(-c2nnn(CC(=O)N(CC(=O)NC3CCCC3)Cc3cccs3)n2)cc1OC	83
Cc1cc(C)c(NC(=O)Cn2c(=O)n(Cc3ccco3)c(=O)c3ccccc32)c(C)c1	90
COc1ccc2c(c1)CCc1c(C(=O)Nc3cc(C)n(Cc4ccc(Cl)cc4)n3)noc1-2	76
Cc1nc(S(=O)(=O)NC2CCCCC2)c(C#N)c(C)c1Cl	73
Cn1ccnc1SCC(=O)NC12CC3CC(CC(C3)C1)C2	79
N#Cc1nc(-c2ccco2)oc1NCc1cccnc1	88
CCOc1ccccc1CNc1nc2nc3c(c(=O)n2[nH]1)CCC3	107
CCN1C(=O)/C(=C/N(C)C)c2ccccc21	78
Cn1c(SCC(=O)Nc2cccc3ccccc23)nc(O)cc1=O	95
O=C1CC(c2ccc(S(=O)(=O)NCCOc3ccccc3)cc2)CN1 (stereo not given)	91
CC(C)(C)c1[nH]nc2c1C(c1ccncc1)C(C#N)=C(N)O2 (stereo not given)	85
Nc1c(NCc2ccccc2F)c(=O)[nH]c(=O)n1Cc1ccccc1	120
O=C1CCCc2c1[nH]c1ccccc21	94
Clc1ccccc1-c1nnc2sc(-c3cccs3)nn12	93
NC(=O)CN(c1ccc(Cl)cc1)S(=O)(=O)c1ccccc1	77
Cc1ncsc1C(=O)NCc1ccc(N2CCCC2=O)cc1	92
CCOC(=O)C1=C(C)N=C2SCCC(=O)N2C1c1cccs1 (stereo not given)	111
Cc1nc2scc(-c3ccccc3)c2c(=O)n1/N=C/c1ccco1	90
COC(=O)c1[nH]c2ccccc2c1NC(=O)CN1CCN(Cc2ccc3c(c2)OCO3)CC1	81
Cc1ccc(S(=O)(=O)N(C)Cc2ccc(-c3nnc4n3CCC4)cc2)cc1	82
COC(=O)c1ccc(-n2nnnc2SCc2ccccc2OC)cc1	57
Cc1ccc2cc3cc(C(=O)N4CCCCC4C)oc3nc2c1 (stereo not given)	86
CN1C(=O)c2cccc(NCCCN3C(=O)c4ccccc4C3=O)c2C1=O	103
CCN(CC)C(=O)CSc1nnc(-n2nc(C)cc2C)c2ccccc12	96
CCOC(=O)N1CCN(C(=O)c2ccc3c(=O)n(Cc4ccc(OC)cc4)c(=S)[nH]c3c2)CC1	81
Cc1cc(C)n(C(=O)c2ccc(C)c(S(=O)(=O)N3CCOCC3)c2)n1	72
Cc1nc(C)c(C(=O)Nc2ccccc2)s1	118
CCC/C(=C1/C(=O)CC(C)(C)C(C(=O)OC)C1=O)N1CCCC1 (stereo not given)	102
Cc1cc(C)nc(N2CCC(C(=O)O)CC2)n1	142

# The results go on.
smiles	SK-BR-3 tox 24h
CC(C)N(Cc1cc2ccccc2[nH]c1=O)C(=O)c1cccnc1	99
COc1ccc(N(CC(=O)Nc2cc(C(=O)O)ccc2C)S(=O)(=O)c2c(C)noc2C)cc1	101
O=C(Nc1c(C(=O)NCc2ccco2)cnn1-c1ccccc1)c1ccc(F)cc1	115
Cc1nnc2n(-c3ccccc3)c(=O)c3c4c(sc3n12)COC(C(C)C)C4 (stereo not given)	70
Cn1c(=O)c2c(ncn2Cc2cc(-c3ccccc3)no2)n(C)c1=O	87
O=C(NCCN1CCN(c2ccccc2)CC1)c1ccc(NC(=O)C2CCCO2)cc1 (stereo not given)	81
CC1CCc2cc(F)cc3c(O)c(C(=O)Nc4cnccn4)c(=O)n1c23 (stereo not given)	91
Cc1ccc2[nH]c(=O)c(-c3nc4c(C)cccn4c3NCc3ccco3)cc2c1	91
O=S(=O)(c1ccc(Br)s1)n1cccn1	79
O=C(C1CCCN1S(=O)(=O)c1ccc(Cl)c(Cl)c1)N1CCOCC1 (stereo not given)	84
O=C1c2oc3ccc(Cl)cc3c(=O)c2C(c2cccc(Br)c2)N1CCO (stereo not given)	90
CC1(C)NC(=O)N(CC(O)CN2C(=O)NC(C)(C)C2=O)C1=O	43*
Cc1cc(C)n2nc3nc(N4CCCCC4)nc(-c4ccco4)c3c2n1	74
Cc1ccc(-c2noc(CCC(=O)NCCN3CCc4ccccc4C3)n2)cc1	78
COc1ccc(C2C3C(=O)N(Cc4ccccc4)C(=O)C3ON2c2ccccc2)c(OC)c1OC (stereo not given)	93
N#Cc1c2n(c3c(=O)n(CC(=O)c4ccc(Br)cc4)cnc13)CCCC2	76
CN1C(=O)c2c(sc3c2CC(C)(C)SC3)N2CCN=C12	83
O=C(CSc1nnc(-c2ccccc2)n1Cc1ccccc1)NC1CC1	98
COC(=O)c1ccc(NC(=O)CN2CCOCC2)cc1	91
Cc1cc(C)n(C(=O)CCCC(=O)n2nc(C)cc2C)n1	86
COC(=O)CSc1nc(NCC(C)C)nc(N2CCOCC2)n1	96
Cc1ccc(-c2csc(N(CCCN3CCOCC3)C(=O)c3ccco3)n2)cc1	90
CCCn1c(Nc2nc3ccccc3n2C)nc2ccccc21	9.8*
Cc1cc(Cl)c(S(=O)(=O)N2CC(C)OC(C)C2)cc1OCC(N)=O (stereo not given)	87
COCCN1C(=O)c2ccccc2C(C(=O)NCCCN2CCCC2=O)C1c1c[nH]c2ccccc12 (stereo not given)	83
O=C(O)CCCC(=O)Nc1ccccc1C(=O)N1CCCC1	93
Cn1nnnc1SCCNCc1ccncc1	85
CC1CC(C(F)(F)F)n2ncnc2N1 (stereo not given)	81

# Some of the compounds tested, so the mix of outcomes need not match the whole.
